Source: PubChem
TrxR1 substrate: is turned over as a substrate by rat TrxR1 | Potency, µM (doses to about 114 µM), for inactives: at the top dose activity change, negative = substrate turnover | hit rate 0.01% among 390,000 | purified TrxR1 substrate turnover, NADPH consumption readout | AID 588456; also: potency is read from the fitted curve at half-maximal effect; % is scaled to controls: 0 for no effect and ±100 for the full control effect; nearly all actives have a fitted effect of over 50% in size
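Rat TrxR1, dispensed at 90 nM, was prereduced with 400 uM NADPH (final) for 5 min at ~22 deg C, then incubated with compound 15 min before 400 uM selenite. A first-read NADPH fluorescence drop versus no-compound background flagged substrates.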
D2 ag: agonists of human D2 dopamine receptor; hit rate 0.53% among 340,000; AID 485358; P14416; activation, % at 2 µM; HEK293 T-REx D2 cells, calcium flux agonist mode;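 active = activation over 3 SD above normal in the single-dose calcium agonist read, cut at about 30% in these data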; also: 0% is about no effect
Target sequence (P14416 whole entry, looked up): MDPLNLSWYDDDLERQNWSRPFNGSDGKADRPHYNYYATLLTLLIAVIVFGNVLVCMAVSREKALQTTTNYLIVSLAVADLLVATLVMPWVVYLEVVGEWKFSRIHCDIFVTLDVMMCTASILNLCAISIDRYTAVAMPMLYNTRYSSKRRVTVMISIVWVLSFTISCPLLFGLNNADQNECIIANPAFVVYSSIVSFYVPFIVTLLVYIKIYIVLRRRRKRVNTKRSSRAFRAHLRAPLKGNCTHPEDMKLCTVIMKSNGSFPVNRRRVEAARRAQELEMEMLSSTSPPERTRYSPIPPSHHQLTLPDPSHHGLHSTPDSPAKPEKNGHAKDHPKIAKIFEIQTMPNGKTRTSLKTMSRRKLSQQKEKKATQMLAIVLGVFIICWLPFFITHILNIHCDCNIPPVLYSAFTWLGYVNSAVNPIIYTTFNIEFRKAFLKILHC
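Calcium-flux readout, 1 cycle/sec over 180 s following compound pin transfer, in inducible HEK293 Trex D2 cells (force-coupled); dopamine controls included. Positive calcium responses during this window marked compounds as potential agonists.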
USP1-UAF1 inh: blocks the human USP1/UAF1 deubiquitinase complex | Potency, µM (series often up to 57.1 µM), inactives show at the highest dose activity change, negative = inhibition, usual class: inhibitors | hit rate 0.23% among 390,000 | O94782 | recombinant USP1/UAF1, Ub-Rhodamine cleavage fluorescence; also: potency is read from the fitted curve at half-maximal effect; % is scaled to controls: 0 for no effect and ±100 for the full control effect; nearly all actives have a fitted effect of over 60% in size; inactives centre near -12
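USP1/UAF1 complex at 1 nM was preincubated with compound for 15 min at room temperature, then Ub-Rho substrate (150nM final) was added. Fluorescence (480/540 nm) was read kinetically, 6 reads every 60 seconds.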
D2 antagonist: antagonists of human D2 dopamine receptor | P14416 | HEK293 TREx D2 cells, calcium flux, dopamine EC80 | inhibition, % at 10 µM | hit rate 2% among 340,000; in the data active = inhibition above about 30%; also: 0% is about no effect
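Cells plated overnight at 30 C with tetracycline; no-wash calcium dye, 30–90 min RT; 10 s baseline; compound pinned; 180 s read; EC80 dopamine added; another 180 s read.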
IDH1 R132H inh: inhibitors of human mutant IDH1 R132H | hit rate 0.093% among 390,000 | Potency, µM (highest dose often 76.6 µM), for inactives: top-dose activity change, negative = inhibition, most hits filed as inhibitors | O75874 | IDH1-R132H enzyme, NADPH consumption, diaphorase/resazurin fluorescence; also: potency is read from the fitted curve at half-maximal effect; % is scaled to controls: 0 for no effect and ±100 for the full control effect; nearly all actives have a fitted effect of over 65% in size
Target sequence (O75874 whole entry R132H, stated change not applied): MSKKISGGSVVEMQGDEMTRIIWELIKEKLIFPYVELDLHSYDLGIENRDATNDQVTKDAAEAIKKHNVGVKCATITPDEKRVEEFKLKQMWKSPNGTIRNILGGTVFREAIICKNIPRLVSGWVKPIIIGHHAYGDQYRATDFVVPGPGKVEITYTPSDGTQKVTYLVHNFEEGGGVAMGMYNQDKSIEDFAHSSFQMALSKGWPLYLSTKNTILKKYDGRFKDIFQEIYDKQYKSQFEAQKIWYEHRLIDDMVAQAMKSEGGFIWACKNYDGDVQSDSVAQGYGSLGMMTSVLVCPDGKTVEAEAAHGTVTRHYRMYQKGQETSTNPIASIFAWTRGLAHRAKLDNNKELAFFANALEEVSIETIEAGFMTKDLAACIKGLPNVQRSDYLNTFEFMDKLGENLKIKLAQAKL
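IDH1-R132H (0.5 ug/mL dispensed) in pH 7.5 Tris buffer was preincubated 30 min with compound, then given a substrate mix of 0.016 mM NADPH and 2 mM alpha-KG for 80 min at room temperature; remaining NADPH was read by diaphorase/resazurin fluorescence.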
TRHR PAM: allosteric enhancers of human TRH receptor; enhancement, % at 2 µM; TRHR cells, fluo-8 calcium fluorescence, EC20 TRH enhancement; AID 493056; P34981; hit rate 0.66% among 360,000; in the data active = enhancement above about 30%; also: 0% is about no effect
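TRHR-expressing cells loaded with fluo-8 calcium dye were read kinetically (ex 480/em 530) during compound addition, then stimulated with an EC20 of TRH (10 nM final). Enhancement of the Gq-mediated intracellular calcium response was scored.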
TRHR agonist: activates the human TRH receptor; P34981; TRHR cells, calcium flux fluo-8, FDSS agonist mode; activation, % at 2 µM; hit rate 0.18% among 360,000; AID 493084; in the data active = activation above about 30%; also: 0% is about no effect
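TRHR-expressing cells loaded with fluo-8 calcium dye; 23 nL library compound pin-transferred, kinetic FDSS fluorescence (Ex 480/Em 530) recorded about 180 s for agonist-induced calcium release, before a 10 nM TRH EC20 addition for potentiator mode.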
Pin1 inh: human Pin1 inhibition | Pin1 FP peptide displacement, HiFluor488, 10 min | Potency, µM (doses to about 115 µM), for the others: top-dose activity, negative = inhibition, hits mostly inhibitors | hit rate 0.009% among 390,000; active = well fitted inhibition curve with a large enough effect in the polarisation, with a control signal flat, not every such curve was filed as active; inconclusive = small, poorly fitted or top-dose-only effect, or effect the other way, or a change in a side signal; inactive = no such curve, though single readings can be large or run the other way; the % refers to the polarisation; also: potency is read from the fitted curve at half-maximal effect; % is scaled to controls: 0 for no effect and ±100 for the full control effect
Target sequence (Q13526 whole entry, looked up): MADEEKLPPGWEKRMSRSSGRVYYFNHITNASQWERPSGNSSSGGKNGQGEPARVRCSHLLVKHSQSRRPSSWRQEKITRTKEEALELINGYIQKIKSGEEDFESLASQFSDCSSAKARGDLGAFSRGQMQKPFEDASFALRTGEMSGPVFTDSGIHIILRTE
rTrxR1 inhibitor: blocks rat thioredoxin reductase 1 | O89049 | recombinant rTrxR1, NADPH fluorescence consumption, selenite substrate | Potency, µM (highest dose often 114 µM), inactives show top-dose activity change, negative = inhibition, actives largely listed as inhibitors | hit rate 1% among 390,000 | AID 588453; also: potency is read from the fitted curve at half-maximal effect; % is scaled to controls: 0 for no effect and ±100 for the full control effect; nearly all actives have a fitted effect of over 65% in size
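Rat TrxR1 (90 nM in the dispensed reagent) was pre-reduced with 400 uM NADPH for 5 min at room temperature, then incubated with compound for 15 min. After 400 uM selenite was added, NADPH fluorescence (Ex 340/Em 450 nm) was followed for 8 min.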
Numbers without * were called inactive; ? = inconclusive; nt = no result given; & = joins results of further samples; [ ] = remark or other dose. Unless noted, calls follow the shape of the dose curve; as a rule, active = well fitted inhibition curve with a large enough effect; inconclusive = small, poorly fitted or top-dose-only effect; inactive = no such curve, though single readings can be large or run the other way. The list is partial, so the mix of outcomes need not match the whole.

SMILES	TrxR1 substrate	D2 ag	USP1-UAF1 inh	D2 antagonist	IDH1 R132H inh	TRHR PAM	TRHR agonist	Pin1 inh	rTrxR1 inhibitor
O=C(Cn1c(=O)n(CC2CS2)c2ccccc21)N1CCCCC1 (stereo not given)	7%	0.4	-3%	9	17%	2	0.8	-1%	10%[57.1 µM]
CCCCCn1c(=O)c(C(=O)Nc2cccc(C)c2)c(O)c2ccccc21	2%	0.8	-20%	-13	6%	26	0.4	-1%	20%
COc1cc(O)cc2c1C(=O)O[C@@H](C)CCCC(=O)CCCCC2	-13%	2.1	-9%	-21	0%	4	-0.2	-7%	-10%
CC(=O)OC1C=CC2[C@H]3Cc4ccc(O)c5c4[C@@]2(CCN3C)C1O5 (stereo not given in full)	1%	nt	-20%	nt	5%	nt	nt	-3%	0%
COc1ccc(C2C(C#N)=C(N)Oc3c2c(=O)oc2ccccc32)cc1Cn1cc([N+](=O)[O-])cn1 (stereo not given)	-3%	-1.6	-21%	3	-3%	-4	0.7	12%	-4%
COc1cccc(N2C(=O)NC(=O)/C(=C/c3ccc([N+](=O)[O-])s3)C2=O)c1	-6%[57.1 µM]	2.5	?	-7	9%	-5	3.0	?	?
COc1ccc(-n2c(O)c(C(C)=NCC3CCCO3)c(=O)[nH]c2=O)cc1 (stereo not given)	11%[57.1 µM]	0.8	-13%	14	9%	3	0.8	-8%	5%[57.1 µM]
O=c1[nH]c(=O)n(Cc2ccc(F)cc2)c(O)c1C=NCCN1CCCCC1	10%[57.1 µM]	-0.4	-16%	0	0%	12	0.2	1%	1%[57.1 µM]
Cc1ccc(CN2CCCN(Cc3ccc(C)cc3)S2(=O)=O)cc1	-8%	nt	-16%	nt	-6%	-5	-0.5	3%	14%
Cc1c2cnn(CC(=O)N3CCC4(CC3)OCCO4)c(=O)c2c(C)n1Cc1ccccc1F	-3%	0.3	2%	1	4%	-3	0.3	2%	-11%
Cc1ccc2nc3c(cc2c1)CC1(C(=O)N(C)C(=O)N(C)C1=O)C1COCCN31 (stereo not given)	-2%	-1.0	-10%	-4	6%	4	-1.0	4%	-16%
O=P(/C(=N/O)N1CCCCC1)(N1CCOCC1)N1CCOCC1	-5%	0.7	-5%	7	5%	8	0.2	-17%	8%[57.1 µM]
Cc1cccc(NC(=O)N2CC3CC(C2)c2cccc(=O)n2C3)c1 (stereo not given)	7%	-0.3	-22%	-18	8%	-2	0.3	-5%	29%
Cn1cccc1/C=C1\C(=O)NC(=O)N(CCC2=CCCCC2)C1=O	-11%	nt	-17%	nt	-5%	5	-0.2	?	-17%
Oc1ccc(CC2CC3CCN2CC3)cc1O (stereo not given)	-7%	30*	-4%	-6	0%	4	0.4	-6%	-1%[57.1 µM]
Cn1c(O)c(C=Nc2ccc(Cl)cc2)c(=O)n(C)c1=O	6%	-0.2	0%	0	-1%	-7	-0.5	-4%	-1%
O=c1[nH]c(=O)n(Cc2ccccc2)c(O)c1C=NCCN1CCNCC1	-5%	0.6	-22%	5	2%	1	-2.1	8%	-21%
CCCCCCn1c(O)c(C=NC2CCN(Cc3ccccc3)CC2)c(=O)[nH]c1=O	-8%	0.3	-13%	-1	0%	0	0.3	1%	-5%
COc1ccc(S(=O)(=O)Cc2ccc(C(=O)N3CCC4(CC3)OCCO4)o2)cc1	0%	0.5	-5%	-11	10%	0	0.1	0%	-8%
O=c1[nH]c(=O)n(Cc2ccccc2)c(O)c1C=Nc1ccc(CN2CCOCC2)cc1	13%[57.1 µM]	0.5	-3%	4	-1%	4	1.1	-2%	8%[57.1 µM]
CCOC(=O)c1ccc(NC(=O)c2sc3nc4c(cc3c2N)N2CCC4CC2)cc1	97%[activator]	-0.1	?	nt	3%	-5	-1.5	4%	8%
N[C@@H](Cn1oc(=O)[nH]c1=O)C(=O)O	15%[57.1 µM]	nt	-4%	nt	1%	nt	nt	-10%	22%[57.1 µM]
O=c1oc(-c2cccc(C(F)(F)F)c2)nn1-c1ccc(C(F)(F)F)cn1	0%[57.1 µM]	0.1	?	0	5%	-5	0.4	2%	8%[57.1 µM]
O=C1CC(=O)N(c2ccc(Cl)cc2)C(=O)N1	2%[57.1 µM]	-0.2	-21%	-10	3%	-4	1.2	?	-8%[57.1 µM]
COCCOC(=O)c1c(C)oc2ccc(OC(=O)N(C)C)cc12	9%[57.1 µM]	-0.6	-18%	0	0%	2	-2.8	-7%	0%[57.1 µM]
O=C1/C(=C/c2ccccc2Cl)N2CCC1CC2	3%	-0.5	-18%	-11	10%	2	-0.5	-2%	6%
N#CC1c2ccccc2-n2nncc2CN1S(=O)(=O)c1cc(Cl)cc(Cl)c1 (stereo not given)	-3%	nt	-4%	nt	8%[38.3 µM]	nt	nt	-2%	7%
CCNc1nc(NC(C)C)nc(NS(=O)(=O)c2ccc(Cl)cc2)n1	-7%	0.4	-21%	29	35%[activator]	18	0.3	2%	-17%
C1=CC(Cc2cncs2)c2ccccc21 (stereo not given)	4%	-0.1	-16%	-5	4%	2	-0.1	4%	-2%
CC[N+](C)(CC)CCCOC(=O)C(O)(c1ccccc1)C1CCCCC1 (stereo not given)	7%[57.1 µM]	-0.1	0%	23	1%	-3	-0.4	8%	-2%[57.1 µM]
CCOP(=O)(OCC)C(CC)N1CCOCC1 (stereo not given)	-9%[57.1 µM]	-0.7	-22%	-5	2%	8	-0.8	-5%	9%[57.1 µM]
CCc1ccc(CNCCc2c[nH]c3ccccc23)cc1	1%	7.4	-21%	14	11%	6	3.8	0%	14%
CC12CC(=O)C3C(CCC4CC=CCC43C)C1CCC2=O (stereo not given)	-10%	nt	-4%	nt	7%	nt	nt	-6%	-11%
CN1C(=O)C(=Cc2ccc(N3CCOCC3)c([N+](=O)[O-])c2)C(=O)N(C)C1=O	nt	-0.1	nt	2	nt	-4	-0.3	nt	nt
C/C=C1\CN2[C@H]3C[C@@]45c6ccccc6N(C)[C@H]4[C@@H]2CC1C3[C@H]5O (stereo not given in full)	10%	nt	-4%	nt	6%	nt	nt	-4%	12%
CC1(C)CCCN1CCC(C(N)=O)(c1ccccc1)c1ccccc1	2%[11.4 µM]	nt	-21%	nt	0%	nt	nt	-11%	-2%[11.4 µM]
NC(Cc1ccc(O)cc1)C(=O)NN=Cc1ccc(N(CCCl)CCCl)cc1 (stereo not given)	7%[11.4 µM]	nt	-20%	nt	3%	nt	nt	9%	15%[11.4 µM]
CC(=O)OC(C)(C)/C=C/C(=O)C(C)(O)C1C(O)CC2(C)C3CC=C4C(CC(O)C(=O)C4(C)C)C3(C)C(=O)CC12C (stereo not given)	9%[57.1 µM]	nt	-16%	nt	4%	nt	nt	-12%	8%[11.4 µM]
CN1CCN(Cc2cn3cccnc3n2)CC1	10%	0.4	-4%	-13	-4%	-1	0.3	-4%	9%
COC(=O)N(C)c1ccc(C(O)(C(=O)OC)C(F)(F)F)cc1 (stereo not given)	5%	0.4	-19%	0	-6%	19	0.1	-3%	25%

Reprinted from the part before: 2 entries, followed by the next part.
SMILES	TrxR1 substrate	D2 ag	USP1-UAF1 inh	D2 antagonist	IDH1 R132H inh	TRHR PAM	TRHR agonist	Pin1 inh	rTrxR1 inhibitor
CN1CCN(Cc2cn3cccnc3n2)CC1	10%	0.4	-4%	-13	-4%	-1	0.3	-4%	9%
COC(=O)N(C)c1ccc(C(O)(C(=O)OC)C(F)(F)F)cc1 (stereo not given)	5%	0.4	-19%	0	-6%	19	0.1	-3%	25%
Cc1ccc(N2C(=O)NC(=O)/C(=C/c3ccc(-c4ccc(C(=O)O)c(Cl)c4)o3)C2=O)cc1	-3%	0.6	-19%	-1	1%	-3	2.4	?	?
COc1ccccc1NC(=O)c1cn(CCC#N)nc1-c1cccc(Cl)c1	1%	1.7	-17%	3	1%	-5	0.1	8%	11%
C=Cc1ccc(Cn2c(C)c(CNCCc3cc(OC)ccc3OC)c(C(=O)O)c2C)cc1	2%	0.7	12%	nt	1%	-10	0.4	-11%	-6%
CCOC(=O)Cn1cc([N+](=O)[O-])nc1[N+](=O)[O-]	-4%	nt	-23%	nt	17%	-4	-0.3	-4%	?
COC(=O)C1=C(c2cccc(OCc3ccccc3)c2)C[C@@H]2CC[C@H]1N2C(=O)NCc1ccc([N+](=O)[O-])cc1	2%	0.3	?	8	0%	-2	0.3	3%	18%
Cc1ccc(-n2c(/C=C/c3cccc4ccccc34)nc3ccccc3c2=O)cc1	-4%[57.1 µM]	0.0	-7%	nt	0%	16	0.5	-3%	4%[57.1 µM]
Cc1ccc(-c2nc3ccccc3c(=O)n2-c2ncccc2C)cc1	13%	0.1	-11%	-30	16%	3	-0.2	0%	47%[activator]
CCc1cc2c(s1)NC(=O)CN=C2c1cccs1	-10%	-0.1	1%	-15	1%	8	-0.9	-1%	-10%
Fc1ccccc1CN1CCN(c2ccc(Cl)cc2)CC1	-4%	0.2	-19%	-19	5%	-10	-0.4	-8%	14%
COc1cc(CC2(CCc3ccncc3)C(=O)NC(=O)NC2=O)cc(OC)c1OC	4%	0.2	-7%	-5	0%	-1	0.5	0%	19%
Cc1ccc(CN2C3CCCC2CC(NC(=O)Nc2cccc(F)c2)C3)cc1 (stereo not given)	4%	1.1	-21%	75*	-1%	-2	9.1	-3%	33%
COC(=O)c1ccc(CC(C(=O)c2ccccc2)N(C)C)cc1 (stereo not given)	-4%	-2.3	-23%	5	6%	-6	-1.5	13%	4%
CCOC(=O)c1ccc(Nc2nc(C)cc(C)n2)cc1	25%&11%	-0.3&-0.6	-8%&4%	4	-3%&-5%	-1&-2	0.6&-0.4	-2%&0%	31%&26%
COc1ccccc1NC(=O)COC(=O)c1cn(C)c2ccccc12	-5%	0.1	-20%	-6	12%	24	-0.2	4%	2%
O=C1NC(=O)C2(CCN(c3ccccc3)CC2)C(=O)N1	0%	nt	-18%	nt	-2%	nt	nt	6%	7%
CCC(=O)c1cn(Cc2ccccc2)c2ccccc12	9%[57.1 µM]	1.5	-12%	-3	8%	-4	-1.0	-4%	7%[57.1 µM]
